Pf gamet viab: inhibitors of late stage P. falciparum gametocyte viability. P. falciparum stage V gametocytes, ATP luminescence, 24 h. inhibition, % at 10.9 µM. AID 743093. hit rate 0.065% among 150,000;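 active = inhibition above the mean plus 3 SD of compounds within the control limits, set per campaign, cut at about 38% in these data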;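 note: 0% = DMSO wells and 100% = medium only without gametocytes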
Mcl1 Bid PPI: disrupts binding of human Mcl-1 to Bid peptide; Q07820; TR-FRET Mcl-1/Bid-Dy647 peptide binding, 1536-well; inhibition, % at 21.7 µM; hit rate 0.97% among 220,000; AID 1021;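 active = compounds that cut the binding signal by more than half at the single screening dose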;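 note: His-tagged Mcl-1 with europium anti-His antibody binding Bid BH3 peptide; 0% = Mcl-1 plus peptide wells and 100% = peptide-only wells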
Target sequence (Q07820 whole entry, looked up): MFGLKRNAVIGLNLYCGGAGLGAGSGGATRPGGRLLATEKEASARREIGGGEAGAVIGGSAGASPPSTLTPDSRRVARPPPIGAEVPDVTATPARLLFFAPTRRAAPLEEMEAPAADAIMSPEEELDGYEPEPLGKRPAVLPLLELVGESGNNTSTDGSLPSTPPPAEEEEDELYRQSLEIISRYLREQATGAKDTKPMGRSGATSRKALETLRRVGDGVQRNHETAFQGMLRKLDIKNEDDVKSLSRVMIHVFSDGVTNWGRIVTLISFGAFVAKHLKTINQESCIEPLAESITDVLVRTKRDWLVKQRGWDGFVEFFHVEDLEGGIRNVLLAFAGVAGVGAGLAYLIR
Avidin bead fluor: avidin bead compound fluorescence profile; fluorescence (KMESF) at 10 µM; hit rate 0.38% among 220,000; Avidin beads, compound fluorescence 488/530 nm, flow cytometry; active compounds read high; AID 1775; in the data active = fluorescence above about 47; note: inactives centre near 10
Mcl1-Noxa inh: Mcl-1/Noxa interaction inhibition; Q07820; TR-FRET Mcl-1/Noxa peptide binding, 2 h; inhibition, % at 21.7 µM; hit rate 1.5% among 220,000;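 active = compounds that cut the protein-peptide binding signal by more than 50% relative to plate controls in a single-dose test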;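 note: His-tagged Mcl-1 with rhodamine Noxa BH3 peptide and terbium anti-His antibody; 0% = Mcl-1 plus Noxa peptide wells and 100% = peptide-only wells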
An asterisk follows results filed as active.

SMILES	Pf gamet viab	Mcl1 Bid PPI	Avidin bead fluor	Mcl1-Noxa inh
COc1ccc(N2C3=C(C(=O)CC(C)(C)C3)C(c3cnn(C)c3)C3=C2CC(C)(C)CC3=O)cc1	4	-13	6	-4
Cc1c(C(=O)O/N=C(\N)c2ccccn2)cccc1[N+](=O)[O-]	13	-6	8	9
CC(C)CCNC(=O)c1onc(CSc2ccncc2)c1C(=O)NCCC(C)C	-8	-14	13	1
CC(=O)CCC(=O)OCC(=O)c1ccc(C(F)(F)F)cc1	-33	-2	6	3
c1ccc(-c2nc3nc4ccccc4nc3n2CC2CCCO2)cc1 (stereo not drawn)	2	-5	10	-15
COc1cc(/C=C/C(=O)OCC(=O)Nc2ccc([N+](=O)[O-])cc2)ccc1O	-8	-24	2	26
COc1ccc(NC(=S)N=Nc2c(O)[nH]c3ccccc23)cc1	-5	-73	5	-106
Cc1ccc(-c2c[n+](CC(=O)Nc3ccccc3)c3n2CCC3)cc1	-1	-16	11	-10
Cc1nn(-c2ccccc2)nc1CNC(=O)C1CC1	-1	-13	2	2
CCCN1C(=O)c2cc(C(=O)Nc3ccccc3C)ccc2C1Nc1ccccc1C (stereo not drawn)	11	-6	8	-9
COc1ccc(-c2noc(C3CCCN(C(=O)c4ccccc4)C3)n2)cc1 (stereo not drawn)	6	-60	8	-2
Fc1ccc(-c2nnn3c2nc(NCc2ccccc2)c2ccccc23)cc1	-21	-28	7	-264
COc1ccc(C2Nc3ccccc3C(=O)N2Cc2ccccc2)cc1CN1CCOCC1 (stereo not drawn)	-10	-21	3	-7
O=C(Nc1c(C(=O)O)[nH]c2ccc(F)cc12)c1cccc(C(F)(F)F)c1	-17	-5	2	11
COC(=O)c1sccc1N/C=C(\C#N)S(=O)(=O)C(C)(C)C	-13	-11	4	-10
COc1ccccc1C(=O)N=c1sc2c(C)ccc(OC)c2n1C	14	0	5	-6
Cc1ccc(NC(=O)c2ccc(Cl)cc2Cl)cc1O	28	-12	27	-17
COC(=O)/C(=C\C(=O)c1ccc([N+](=O)[O-])cc1)Nc1ccc(OC)cc1	-8	-7	3	4
N#C/C(=C\N1CCOCC1)S(=O)(=O)c1ccc(Cl)cc1	-8	-8	7	-9
O=C(O)COCC(=O)Nc1cc(C(F)(F)F)cc(C(F)(F)F)c1	0	18	11	14

Six of the entries above in order of the Mcl1-Noxa inh value, lowest first.
| compound | Mcl1-Noxa inh |
| --- | --- |
| COC(=O)c1sccc1N/C=C(\C#N)S(=O)(=O)C(C)(C)C | -10 |
| CC(C)CCNC(=O)c1onc(CSc2ccncc2)c1C(=O)NCCC(C)C | 1 |
| CC(=O)CCC(=O)OCC(=O)c1ccc(C(F)(F)F)cc1 | 3 |
| COC(=O)/C(=C\C(=O)c1ccc([N+](=O)[O-])cc1)Nc1ccc(OC)cc1 | 4 |
| Cc1c(C(=O)O/N=C(\N)c2ccccn2)cccc1[N+](=O)[O-] | 9 |
| COc1cc(/C=C/C(=O)OCC(=O)Nc2ccc([N+](=O)[O-])cc2)ccc1O | 26 |

By substructure, those above containing a cyano group.
SMILES	Pf gamet viab	Mcl1 Bid PPI	Avidin bead fluor	Mcl1-Noxa inh
COC(=O)c1sccc1N/C=C(\C#N)S(=O)(=O)C(C)(C)C	-13	-11	4	-10
N#C/C(=C\N1CCOCC1)S(=O)(=O)c1ccc(Cl)cc1	-8	-8	7	-9

More structures.
SMILES	Pf gamet viab	Mcl1 Bid PPI	Avidin bead fluor	Mcl1-Noxa inh
O=C(O)c1ccccc1/C=N/Nc1ccc(S(=O)(=O)N2CCOCC2)cc1[N+](=O)[O-]	11	-15	6	12
COc1ccc(CNC(=S)N/N=C(\C)c2ccc(OC)cc2)cc1	5	-51	3	17
S=C(NCCc1ccccn1)Nc1cc(Cl)cc(Cl)c1	2	-21	9	22
O=S1(=O)CC2NC(=S)N(c3cccc(Br)c3)C2C1 (stereo not drawn)	-1	-36	9	-2
Cc1cc(-c2ccccc2C(=O)NC2CCCCC2)on1	14	-23	5	-5
COC(=O)c1ccccc1N=Nc1c(N)[nH][nH]c1=O	-13	-52	7	-6
O=P(c1ccccc1)(c1ccccc1)C(c1ccccn1)P(=O)(c1ccccc1)c1ccccc1	-3	-40	8	-19
CCOC(=O)C(=O)N1CCC(C(=O)OCC)CC1	4	-10	5	7
CC1(C)CC(=O)C/C(=N/NC(=O)COc2ccc(Cl)cc2Cl)C1	14	-36	7	-16
O=c1[nH][nH]c2ccccc2c1=O	1	-11	4	16
O=S(=O)(NCc1csc(-c2cccs2)n1)c1ccccc1	3	-16	6	4
CC1CC(=O)Nc2ccccc2N1C(=O)Nc1ccc(F)cc1F (stereo not drawn)	-21	-7	6	6
COC(=O)c1c(C)oc(C)c1S(=O)(=O)Nc1ccc(C(C)C)cc1	2	-3	6	-15
COc1ccc2[nH]c(=O)c(CN(C(=O)c3cccnc3)c3ccc(C)c(C)c3)cc2c1	-7	5	7	-6
COc1ccc(-c2csc(NC(=S)NC(=O)/C=C/c3ccco3)n2)cc1Br	-5	8	3	66*
O=C(CSc1ccccn1)Nc1ccc2c(c1)OCO2	3	-11	7	4
O=C(Cc1cccs1)N=Nc1c(O)[nH]c2ccc(Br)cc12	-4	-4	3	44
FC(F)(F)c1ccc(-c2csc(-c3ccno3)n2)cc1	-1	-13	7	-6
Cn1ncc(SCc2ccccc2)c(Cl)c1=O	-3	-18	9	14
COc1ccc(C(CC(=O)c2ccccc2)CC(=O)c2ccccc2)cc1	-3	5	3	15
CC(=O)OCC(OC(C)=O)C(OC(C)=O)C(OC(C)=O)C(=O)Nc1cccc(C)c1 (stereo not drawn)	5	-9	10	2
Cc1ccc(-c2cn(-c3ccc(OC(F)F)cc3)c3[n+]2CCCCC3)cc1	17	-35	4	-32
Nc1ccc(Cl)c[n+]1Cc1cccc2cccnc12	22	-23	8	-3
Cc1ccc2nc(-c3ccc4c(c3)NC(=O)CO4)cn2c1	2	-15	6	10
CCN(CC)S(=O)(=O)c1ccc(Cl)c(C(=O)OCC(=O)c2c(N)n(C)c(=O)n(C)c2=O)c1	-6	-30	5	2
CCc1ccnc(NS(=O)(=O)c2ccc3c(c2)OCCO3)c1	13	-5	5	-9
NS(=O)(=O)c1cccc(NC(=O)CSc2ncnc3ccccc23)c1	-4	-16	8	4
Cn1cc(/C=C/C(=O)N2CCCC(C(=O)c3cccc4ccccc34)C2)cn1 (stereo not drawn)	19	-7	15	20
O=C(Cn1cc(C(F)(F)F)ccc1=O)N/N=C/c1ccc(O)cc1	1	-15	7	-1
O=C(Cc1nc(-c2cnccn2)no1)NNC(=O)Nc1ccccc1	-32	-20	6	8
C=CCNC(=S)NNC(=O)C(CCCC)CC(O)COCC(C)C (stereo not drawn)	9	-29	7	4
Cc1ccc2cc(C)c3nnc(SCc4ccc(C(=O)O)cc4)n3c2c1C	13	-60	7	-12
Cc1ccc(S(=O)(=O)Nc2cc(-c3ccc(Cl)cc3)nn2C)cc1	8	-21	4	-2
Cc1ccc(Nc2nnc(-c3ccccc3N)o2)cc1C	-2	-18	7	-4
Cc1ccc(NC(=O)c2cc3cccc([N+](=O)[O-])c3[nH]2)cc1	-2	1	6	12
CCN(CC)S(=O)(=O)c1ccc2c(c1)N(CC(=O)NCc1ccco1)C(=O)CO2	-8	-49	7	-11
CSc1sc(C(=O)NN)c2c1C1(CCC2)SCCS1	5	-30	6	-8
O=C1CS/C(=N\N=C\c2ccccc2Cl)N1CC1CC1	14	2	5	10
Cc1c(S(=O)(=O)c2ccccn2)c(N)n(Cc2ccccc2)c1C	-7	-60	8	-2
O=C(NNc1c2ccccc2nc2ccccc12)C12CC3CC(CC(C3)C1)C2	1	-23	4	30
CCCCNC(=O)OCCSCCS(=O)(=O)c1ccc(Cl)cc1	-16	-24	7	-7
COC(=O)CSc1nc2sc3c(c2c(=O)[nH]1)CCC3	9	-25	8	16
CC(C)(C)c1ccc(C(=O)NNc2ncccc2-n2cccc2)cc1	-24	-25	3	4
CN(C)S(=O)(=O)c1cccc(NC(=S)N/N=C/c2cc(Br)ccc2O)c1	-24	-230	7	-24
O=C1/C(=C/c2ccncc2)CCc2ccccc21	-15	-5	9	13
N/C(=N\N=C\c1ccc([N+](=O)[O-])cc1)c1nonc1N	1	8	8	26
Cc1cc(C)cc(N2C(=O)CCN(Cc3ccccc3)C2=O)c1	6	-13	8	-23
O=C(O)c1ccc(Cl)c(S(=O)(=O)N2CCCC2)c1	-7	-18	10	29
COc1ccccc1NC(=O)c1c(C)nc2ccccc2c1C(=O)O	-14	-15	3	32
C=CCNC(=O)CSc1ncc2c(n1)-c1c(csc1SC)CC2	2	22	5	4
Cc1ccc(C2/C(=C(\O)c3c(C)nc4ccccn34)C(=O)C(=O)N2CCN(C)C)o1 (stereo not drawn)	21	-95	7	29
CCOC(=O)c1ccc(NC(=S)Nc2cccc(N)n2)cc1	-4	-2	2	25
Cc1ccc(NC(=O)Nc2cnccn2)cc1C	4	-5	7	-3
Cn1nnnc1N=N/C(=N/Nc1ccccc1)c1ccccc1	-12	-22	6	-11
Cc1ccc2nc(/N=C(\N)NC(=O)NC3CCCCC3)nc(C)c2c1	11	3	7	-15
CCOC(=O)CCSc1n[nH]c(=S)s1	18	-25	8	16
COc1cc(OC)c(OC)cc1CN1CCCC(C(=O)c2sccc2C)C1 (stereo not drawn)	-1	-18	4	-17
N=c1c2c3c(sc2ncn1N)CCC3	-3	-10	6	-11
COc1ccc(NC(=S)N2CCCCC2c2cccnc2)cc1 (stereo not drawn)	-15	-42	7	17
N/C(=N\OC(=O)Nc1ccccc1)c1ncc([N+](=O)[O-])s1	-5	-21	7	4
Next section:
SMILES	Pf gamet viab	Mcl1 Bid PPI	Avidin bead fluor	Mcl1-Noxa inh
S=C(NC1CCCCC1)N1CCc2[nH]c3ccccc3c2C1	-2	-39	7	-4
Oc1ccc2oc3c(c2c1C=NCc1ccncc1)CCCC3	-10	-21	4	13
CC(=O)c1c(OC(=O)c2cccc(Cl)c2)c2ccccc2n1C	-20	-13	6	-15
O=C(NCCc1ccc(Cl)cc1)c1ccc(CNc2c(N3CCOCC3)c(=O)c2=O)cc1	-1	-8	6	8
CN(C)c1ccc(CN(C(=O)/C=C/c2ccccc2Cl)C2CCS(=O)(=O)C2)cc1 (stereo not drawn)	-6	-176	1	5
Cn1nnnc1SCC(=O)N1CCc2ccccc21	14	-11	7	5
CCOc1ccc2nc(SCC3CC3(Cl)Cl)[nH]c2c1 (stereo not drawn)	-6	-2	5	31
CSc1nnc(SCc2nc3sc(C(=O)O)c(C)c3c(=O)[nH]2)s1	-8	-9	5	71*
CCOc1cc([N+](=O)[O-])c2nc(N)sc2c1	10	-75	10	14
COc1ccc(C)cc1NC(=O)C(=O)N1CCCC1	0	-8	5	-3
COc1ccc(CCN2CC(C(=O)NCc3ccc(F)cc3)CC2=O)cc1OC (stereo not drawn)	-1	-19	6	21
C=C1C(C(=O)Nc2ccccc2)C1C(=O)Nc1ccccc1 (stereo not drawn)	-1	-14	9	-18
O=c1cnnc(N/N=C/c2ccc3c(c2)OCO3)[nH]1	10	-8	6	3
O=C(Nc1cc(F)ccc1F)N1CCN(c2ccnc3cc(Cl)ccc23)CC1	-60	-4	8	21
O=C(NCc1cccnc1)c1cc(-c2ccc(Cl)cc2)oc1C(F)(F)F	20	-8	7	10
COCC(C)n1c(SCc2cc(C(=O)OC)c(C)o2)nc2ccccc2c1=O (stereo not drawn)	-19	-22	6	5
CCc1ccc(Nc2c([N+](=O)[O-])c(=O)oc3ccccc23)cc1	2	-13	5	19
O=C(CSc1cccc2cccnc12)Nc1ccc(S(=O)(=O)N2CCOCC2)cc1	-12	-24	6	2
COc1ccc(-c2cc3ccccc3s2)cc1[C@H]1[C@H]2C=CC[C@@H](C)[C@@H]2C(=O)N1Cc1ccccc1	-15	-40	7	-30
CCOCCCn1cnc2c3cc(F)ccc3n(C)c2c1=O	-16	-1	11	-10
C/C(=N\Nc1cccc(Cl)c1)C1(C)N(O)C(C)(C)C(c2ccco2)=[N+]1[O-] (stereo not drawn)	-9	-13	6	3
COC(=O)C1=C(Nc2ccccc2NC(=O)c2ccccc2C(=O)O)CSC1	11	-101	8	10
COc1ccc(N=C2NC(=O)/C(=C/c3ccco3)S2)cc1	8	-37	7	-4

For reference, 3 of the compounds above:
SMILES	Pf gamet viab	Mcl1 Bid PPI	Avidin bead fluor	Mcl1-Noxa inh
C/C(=N\Nc1cccc(Cl)c1)C1(C)N(O)C(C)(C)C(c2ccco2)=[N+]1[O-] (stereo not drawn)	-9	-13	6	3
COC(=O)C1=C(Nc2ccccc2NC(=O)c2ccccc2C(=O)O)CSC1	11	-101	8	10
COc1ccc(N=C2NC(=O)/C(=C/c3ccco3)S2)cc1	8	-37	7	-4

The list is partial; the hit share may differ from the screen's.
